ADAM10 inh = inhibitors of human ADAM10; O14672; recombinant ADAM10, EDANS/DABCYL FRET peptide cleavage, 3 h; inhibition, % at 7 µM; 0.62% of 370,000 active; AID 720582;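 active means inhibition above a per-campaign cutoff equal to the mean of compounds falling between control-based bounds plus 3 SD, cut at about 20% in these data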;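 further: 0% = DMSO wells while the 100% control is not disclosed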
sPLA2-III inh = Inhibits HGIII-sPLA2 liposome hydrolysis, primary screen | QFRET BODIPY PC-A2 liposome hydrolysis, fluorescence | 0.56% of 370,000 active | inhibition, % at 12.2 µM | AID 743126;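 active means inhibition above mean plus 3 SD of compounds lying within the high and low control bounds, cut at about 19% in these data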;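 further: 0% = median of test compound wells and 100% = no enzyme DMSO wells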
Target sequence (Q9NZ20 whole entry, looked up): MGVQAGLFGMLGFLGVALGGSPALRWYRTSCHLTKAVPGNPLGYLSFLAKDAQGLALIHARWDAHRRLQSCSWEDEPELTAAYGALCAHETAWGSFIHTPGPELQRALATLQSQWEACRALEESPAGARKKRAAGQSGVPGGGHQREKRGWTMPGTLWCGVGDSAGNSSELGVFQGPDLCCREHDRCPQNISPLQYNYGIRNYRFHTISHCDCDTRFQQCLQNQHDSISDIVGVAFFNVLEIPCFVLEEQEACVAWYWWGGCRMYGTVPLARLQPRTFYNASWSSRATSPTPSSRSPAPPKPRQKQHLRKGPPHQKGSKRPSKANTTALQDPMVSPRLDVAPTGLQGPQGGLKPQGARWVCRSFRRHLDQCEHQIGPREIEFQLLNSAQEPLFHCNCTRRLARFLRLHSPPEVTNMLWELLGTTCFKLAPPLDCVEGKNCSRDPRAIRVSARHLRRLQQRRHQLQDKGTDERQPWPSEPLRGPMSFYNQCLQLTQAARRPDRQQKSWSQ
PLCb3 inh = inhibitors of human phospholipase C beta3 | Purified PLC-beta3, fluorogenic substrate, fluorescence | inhibition, % at 12.2 µM | 0.18% of 370,000 active | AID 720704; in the data active means inhibition above about 11%;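 further: 0% = median of compound wells on plate and 100% = full blocker control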
hgDAF-12 ag = agonists of H. glycines DAF-12 nuclear receptor. HEK293 GAL4-hgDAF12 UAS-luciferase reporter, agonist luminescence; normalized to butyrate control. activation, % at 6.8 µM. 1.8% of 370,000 active;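 active means activation above a cutoff set at the mean of all screened compounds plus 3 SD, cut at about 10% in these data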;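 further: 0% = DMSO wells and 100% = sodium butyrate wells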
DAX1 inh-1 = DAX1 (NR0B1) inhibition, primary screen; HEK293T StAR-luciferase reporter, SF-1/DAX-1 repression relief; inhibition, % at 6.8 µM; 1.1% of 370,000 active; AID 652010;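 active means inhibition above the mean over all tested compounds plus 3 SD, cut at about 3.6% in these data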;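 further: 0% = DAX-1 cells with DMSO and 100% = cells lacking DAX-1 with DMSO; higher inhibition means more luminescence from relief of DAX-1 repression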
hcDAF12 agonist = H. contortus DAF-12 activation, primary screen; HEK293 hcDAF-12 lit1-tk-luc reporter, luminescence; 0% DMSO, 100% Δ7-dafachronic acid; activation, % at 6.8 µM; AID 652067; 1.4% of 370,000 active;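 active means activation above the mean of all tested compounds plus 3 SD, cut at about 5.5% in these data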;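 further: 100% = response to 3 µM Δ7-dafachronic acid high control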
DAX1 inh-2 = inhibitors of human orphan nuclear receptor DAX1 (NR0B1); P51843; HEK293 Gal4-DAX1 luciferase reporter, luminescence; inhibition, % at 6.75 µM; 0.99% of 340,000 active; AID 504766;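 active means inhibition above the mean over all tested compounds plus 3 SD, cut at about 4.2% in these data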;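 further: 0% = DAX1-transfected cells with DMSO and 100% = empty-vector control cells with DMSO; inhibition shows as a rise in luminescence from relieved DAX1 repression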
Target sequence (P51843 207-470 limits assumed): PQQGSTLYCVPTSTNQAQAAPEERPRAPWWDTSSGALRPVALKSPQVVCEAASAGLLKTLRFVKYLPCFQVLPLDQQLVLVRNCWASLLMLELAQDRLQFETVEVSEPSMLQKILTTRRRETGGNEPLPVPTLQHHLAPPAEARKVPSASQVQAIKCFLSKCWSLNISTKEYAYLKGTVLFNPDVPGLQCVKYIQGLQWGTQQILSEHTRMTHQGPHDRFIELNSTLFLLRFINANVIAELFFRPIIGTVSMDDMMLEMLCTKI
GAA850 FXN act = increases GAA850 frataxin promoter reporter activity; HEK293 lucGAA850 FXN promoter luciferase reporter, 24 h; percent of 10 µM SAHA response; activation, % at 6 µM; 0.56% of 360,000 active;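 active means activation above the average of all compounds screened plus 3 SD, cutoff fixed separately per campaign, cut at about 7.5% in these data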;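 further: 0% = DMSO wells and 100% = 10 µM SAHA wells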
PLCg1 inh = inhibitors of human phospholipase C gamma1. P19174. purified PLC-gamma1, fluorogenic substrate, fluorescence. inhibition, % at 12.2 µM. 0.84% of 370,000 active; in the data active means inhibition above about 9.5%
ADAM17 inh = inhibitors of human ADAM17; P78536; recombinant ADAM17, EDANS/DABCYL FRET peptide cleavage; inhibition, % at 6.95 µM; 0.83% of 370,000 active;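 active means inhibition above the mean of compounds lying between control limits plus 3 SD, set per campaign, cut at about 8.5% in these data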;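 further: 0% = DMSO-only wells as the low control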
ssDAF12 agonist = activates DAF-12 receptor from parasite S. stercoralis. HEK293 ssDAF-12/GRIP1 lit1-tk-luc reporter, luminescence; % of 3 µM dafachronic acid response. activation, % at 6.8 µM. 1% of 370,000 active;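 active means activation above the mean over all tested compounds plus 3 SD, cut at about 0.9% in these data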;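 further: 0% = DMSO-only wells and 100% = 3 µM delta7-dafachronic acid wells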
* hit, by the source's call; i = inactive; / = not tested or not shown; & = joins results of further samples. Only part of the results is shown, so the mix of outcomes need not match the whole.

SMILES	ADAM10 inh	sPLA2-III inh	PLCb3 inh	hgDAF-12 ag	DAX1 inh-1	hcDAF12 agonist	DAX1 inh-2	GAA850 FXN act	PLCg1 inh	ADAM17 inh	ssDAF12 agonist
COC(=O)c1cc(C(O)(C(=O)OC)C(F)(F)F)c(/N=C/N(C)C)s1 (centres undefined)	-7	-2	3	-1.4	0.4	2.9	0.9	0.6	0	-3	-1.2
Cc1ccc(CN2CCCC(C(=O)c3ccc4c(c3)OCO4)C2)cc1C (centres undefined)	-11	10	-10	3.6	0.4	-0.1	1.3	0.9	-4	-8	-1.1
Fc1ccc(Cn2nnnc2C(c2ccc(Cl)cc2)N2CC=C(c3ccc(F)cc3)CC2)cc1 (centres undefined)	-5	-4	-1	4.2	0.5	-2.2	-1.9	1.3	0	0	-1.7
COc1ccc(OC)c(N2C(=O)NC(=O)/C(=C\c3ccc([N+](=O)[O-])s3)C2=O)c1	-3	-13	-26	-0.4	-0.9	-1.1	-1.3	1.7	-10	-4	-1.9
COC(=O)C1=C[C@H]([C@@H](C)[C@H](OC)c2ccccc2Br)[C@@H]2[C@H]1c1ccccc1N2C	3	4	-2	-0.7	-0.6	-1.2	/	/	-2	3	-1.1
Cn1c(O)c(/C=C2\C=Nc3ccccc32)c(=O)n(C)c1=O	1	1	-2	-0.2	0.0	7.7*	0.1	-0.2	-2	-3	0.3
COc1ccc(-c2ccc3c(c2)CN(C(=O)CCc2ccccc2)Cc2cnnn2-3)cc1	-32	-4	-39	0.3	-1.5	-2.2	/	/	-25	-10	-0.8
O=C(Cn1ccc2ccccc2c1=O)NCC(=O)N1CCC2(CC1)OCCO2	1	3	-7	-2.4	0.4	-0.7	0.3	0.5	5	-2	-2.0
Nc1ccc(CC(N)c2csc(Nc3ncccn3)n2)cc1 (centres undefined)	-3	6	3	10	-0.1	2.8	/	1.9	2	-3	-0.3
N#CC1C(C#N)C2CCC1C1C2N1c1ccccc1 (centres undefined)	-13	0	1	4.1	-0.5	1.3	2.3	0.3	2	-4	0.0
Cc1[nH]c2ccccc2c1CCCNC1CCCCC1	5	-2	-3	1.5	0.3	2.3	-0.4	-0.5	0	-1	-0.6
Cc1ccc(S(=O)(=O)N2CC3CC(C2)c2cccc(=O)n2C3)cc1 (centres undefined)	-1	1	1	-0.5	0.4	-1.6	-0.4	-2.2	-2	-8	-1.5
CC1(C)CSC(=NCc2ccccc2)N1	-15	14	-2	0.2	-0.7	0.3	-2.0	2.2	0	-2	-1.0
N/C(=N\N=C\c1ccc(O)cc1O)N[N+](=O)[O-]	-6	-7	-1	0.2	0.2	-0.5	-0.8	0.1	2	2	-0.7
Cc1ccc(C2(O)CN3CCC2CC3)cc1 (centres undefined)	4	-1	-1	2.4	0.4	-0.4	0.3	1.3	0	-3	-1.0
Cc1cccc(OCC(O)CN2CC2)c1 (centres undefined)	-12	3	1	3.7	0.6	0.5	2.1	0.2	1	1	-0.4
COc1cc(CNCCc2ccc3c(c2)OCO3)cc(OC)c1OC	-9	-5	-40	-2.0	2.0	-1.7	-0.5	1.6	2	-3	-1.5
CCCOP(=O)(OCCC)C(NC(=O)c1cc(OC)c(OC)c(OC)c1)c1ccccc1 (centres undefined)	-2	0	-3	-5.3	-2.1	-2.2	-2.5	-2.2	-1	-4	-1.1
COCCNC(=O)Cn1cc(/C=C2\C(=O)NC(=O)N(c3cccc(C)c3C)C2=O)c2ccccc21	-5	-3	-3	3.2	-0.3	-1.5	-0.5	1.0	0	-2	-0.8
CCN(CC)c1ccc(/C=C2/C(=O)NC(=O)N(Cc3ccco3)C2=O)cc1	-6	-7	-11	1.8	-0.6	-0.9	-0.9	0.3	-8	-1	-0.7
Cc1ccc(N2C(=O)NC(=O)C(CCc3ccccn3)(Cc3cccc(Cl)c3Cl)C2=O)cc1 (centres undefined)	-3	-5	3	1.5	0.0	0.1	-1.4	1.8	2	-1	-0.7
C=CCN1C(=O)C2(C(C(=O)OCC)=C(N)Oc3ccccc32)C2=C1CCCC2=O (centres undefined)	1	3	-2	-1.0	-0.8	0.0	-0.1	-0.2	0	-4	-1.2
CCCCNC(C)Cc1ccccc1 (centres undefined)	-17	10	-1	-1.1	-0.1	0.5	1.0	-0.1	0	-2	-1.0
O=[N+]([O-])c1cccc(NP(=O)(N2CC2)N2CC2)c1	-6	0	4	-0.8	-4.4	-2.6	0.0	-0.6	-3	0	-0.3
CN1C(CC(O)c2ccccc2)CCCC1CC(O)c1ccccc1 (centres undefined)	4	-3	1	0.5	1.0	1.5	0.8	-0.5	1	-2	-1.1
Oc1ccc2c3c1OC1[C@H](O)CC[C@@]4(O)[C@@H](C2)N(CC2CC2)CC[C@]314 (some centres undefined)	-21&-20	7&6	-2&-3	-2.0&4.8	-0.6&-0.5	0.2&-0.8	0.3&1.2	-0.8&-1.3	-2&-3	-4&-2	-1.3&-1.2
Cc1cccc(NC(=O)CN2CCN(C(=O)COc3cccc(Br)c3)CC2)c1C	-10	-6	-5	0.3	-0.7	-0.8	-0.1	0.8	1	-2	-1.6
CCOc1cc(C)cc2oc(=O)c3c(c12)CCCC3	-43	0	-25	0.0	-1.0	0.0	0.1	1.4	-15	-19	0.1
[O-]c1ccccc1-[n+]1c(-c2ccccc2)cc(-c2ccccc2)cc1-c1ccccc1	-13	14	-63	-4.1	-1.6	-2.4	-0.2	-2.3	-65	-6	-1.5
CCCCn1nnnc1C(c1ccccc1)N1CCC2(CC1)C(=O)NCN2c1ccccc1 (centres undefined)	1	-15	-1	-3.0	-2.5	1.0	/	/	-2	4	-1.4
C=C1C2C[C@H](O)C(C)(C)[C@@]2(O)[C@H](O)C[C@]23C[C@@](C)(O)[C@H](CC[C@H]12)[C@H]3OC(C)=O (some centres undefined)	-11	12	1	-1.6	-0.6	-1.8	-0.6	-0.6	0	-2	-1.1
C[N+]1(CC(COCc2ccccc2)OC(=O)Cc2ccccc2)CCOCC1 (centres undefined)	0	9	1	-1.4	0.4	0.4	-0.2	2.2	-1	-5	-1.0
Cc1ccc(-n2c(O)c(/C=N/NC(=O)c3ccncc3)c(=O)[nH]c2=O)cc1C	-35	-8	-34	1.6	0.8	0.2	1.0	-0.3	-35	-7	-1.2
O=C/C=C/c1ccccc1	-3	0	6	0.7	1.0	-0.5	3.2	-0.3	5	0	-1.7
O=C1NC(=O)N(CCc2ccc(F)cc2)C(=O)/C1=C/c1ccco1	2	-2	-33	0.8	0.0	-0.6	-0.1	1.7	-15	0	-0.8
N#Cc1ccc(Cn2cc(C(=O)c3ccco3)c3ccccc32)cc1	5	-18	-18	-0.6	-1.0	-2.0	2.7	1.5	-14	3	-1.3
COC(=O)c1ccc(CN2CCSC2=N)cc1	-2	7	-5	-1.1	0.6	-0.2	-0.5	-1.5	-1	-6	-1.7
CCOP(=O)(OCC)C(NS(=O)(=O)c1ccccc1)C(Cl)(Cl)Cl (centres undefined)	-3	0	3	-1.7	-0.4	0.4	-0.8	1.4	1	1	-0.6
S=c1[nH]c2ccccc2[nH]1	-5	3	-6	-1.2	-0.2	-0.9	2.5	0.9	-1	-4	-1.7
O=c1c2ccccc2nc(CNc2ccccc2)n1-c1ccccc1	0	-1	-6	-0.2	0.1	0.4	-0.2	1.4	2	1	-1.2
O=C(Nc1ccc(Cl)c(Cl)c1)c1ccco1	7	4	-3	6.6	0.4	1.0	4.0	3.9	2	-2	-0.6
CNC(=O)O/N=C(\N)Cc1csc2ccc(Cl)cc12	-1	-6	-5	0.2	-0.5	0.0	0.8	1.8	-1	-3	-1.9
CC12C(C(=O)O)C1(c1ccccc1)C2C(=O)O (centres undefined)	-1	1	1	0.5	1.6	-0.8	0.1	0.6	2	-6	-0.6
O=C(NCCCN1CCOCC1)C(Cl)(Cl)Cl	-5	4	-49	0.7	0.1	0.0	0.6	3.3	1	-1	-1.2
Cc1[nH]c2ccc(O)cc2c1CCN	-93	1	-11	3.5	0.7	-1.6	-0.4	-0.4	-11	-9	-1.8
CCCc1nc2ccccc2c(=O)n1-c1cccc(OC)c1	-4	-4	2	-2.8	-0.5	-1.6	0.0	0.5	4	-2	-1.4
O=C1C2CC(CN3CCCCC23)C2CCCCN12 (centres undefined)	-13	3	5	-2.3	-0.2	0.3	/	-2.9	3	3	-0.9
Cc1cccc(C)c1N1CCN(c2c(C)cccc2C)CC1	6	-3	-5	0.0	-0.5	-0.3	3.1	0.4	-2	0	-1.0

2 successive compounds out of the list so far, quoted:
SMILES	ADAM10 inh	sPLA2-III inh	PLCb3 inh	hgDAF-12 ag	DAX1 inh-1	hcDAF12 agonist	DAX1 inh-2	GAA850 FXN act	PLCg1 inh	ADAM17 inh	ssDAF12 agonist
COC(=O)c1cc(C(O)(C(=O)OC)C(F)(F)F)c(/N=C/N(C)C)s1 (centres undefined)	-7	-2	3	-1.4	0.4	2.9	0.9	0.6	0	-3	-1.2
Cc1ccc(CN2CCCC(C(=O)c3ccc4c(c3)OCO4)C2)cc1C (centres undefined)	-11	10	-10	3.6	0.4	-0.1	1.3	0.9	-4	-8	-1.1

The listing continues:
SMILES	ADAM10 inh	sPLA2-III inh	PLCb3 inh	hgDAF-12 ag	DAX1 inh-1	hcDAF12 agonist	DAX1 inh-2	GAA850 FXN act	PLCg1 inh	ADAM17 inh	ssDAF12 agonist
CNCCc1c[nH]c2ccc(O)cc12	-15	12	-3	0.2	1.1	-0.8	1.6	0.3	-3	-11	-0.6
Cc1ccc(C(=O)COC(=O)Cc2ccccc2)cc1	-11	3	-8	-0.7	-0.3	1.5	0.6	2.6	2	-3	-0.8
COc1ccc2c(c1)CC1(CN2C)C(=O)NC(=O)N(c2ccc(C)cc2)C1=O (centres undefined)	-5	-11	-20	2.0	0.8	3.9	1.3	-0.1	-14	-3	-0.4
Cc1nn(C)cc1/C=C1/CC2C3CC=C4CC(O)CCC4(C)C3CCC2(C)C1=O (centres undefined)	1	-5	1	0.1	-0.2	-1.1	-0.6	0.5	0	1	0.1
COC1=CC2C3Cc4ccc(OC)c(O)c4C2(CCN3C)CC1=O (centres undefined)	-1	-2	-4	-1.6	-1.1	-1.3	-0.6	1.5	-1	0	-0.8
Nc1ccncc1Cl	-6	2	3	6.1	0.8	-0.8	-0.4	0.6	-2	0	-1.2
COc1ccc2nc3oc(C(=O)N4CCC5(CC4)OCCO5)cc3cc2c1	i	-7	-494	5.2	-0.1	0.0	1.6	2.0	-393	-139	-0.8
O=c1c2ccccc2nc(CSc2ncnc3nc[nH]c23)n1-c1ccc(Cl)c(Cl)c1	0	-1	-3	1.4	-0.3	-1.1	-0.3	0.9	0	-6	-0.8
O=C1NCN(c2ccccc2)C12CCN(C(c1ccccc1OC(F)(F)F)c1nnnn1C1CCCCC1)CC2 (centres undefined)	2	-7	1	-0.8	-0.2	-1.0	/	/	-1	0	-0.3
N#CCCCCC#N	-14	0	3	4.0	0.7	-1.4	0.2	-0.1	4	-1	-1.4
O=C1CC(=O)N(Cc2ccccc2)C(=O)N1CCCCCCN1C(=O)CC(=O)N(Cc2ccccc2)C1=O	17	-1	2	-1.7	1.0	-0.1	/	-2.3	6	2	-1.1
N[C@@H](Cc1c[nH]c2ccccc12)c1nnc(SCc2ccc(Cl)cc2)o1	2	-13	-8	-0.3	0.2	1.8	-0.6	0.3	-5	0	-0.7

Bioassay records as filed in PubChem.
